Screening results: PubChem, National Center for Advancing Translational Sciences (NCATS)
IMPase Li cell – qHTS Assay for Identifying the Cell-Membrane Permeable IMPase Inhibitors: Potentiation with Lithium. CHO-M1 cells, IP1 TR-FRET (IP-One), carbachol + lithium. Potency, µM (titrated, usually from 59.4 µM), for the others: at the highest dose activity, negative = IMPase inhibition, most hits filed as inhibitors. 210,000 compounds, 0.35% hits. AID 1457, 2008;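 also: IP1 builds up when IMPase is blocked and the TR-FRET signal falls; plate controls were basal vehicle for no effect and high inhibitor control for full effect; nearly all actives have a fitted effect of over 50% in size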
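Steps: plate 2000 CHO-M1 cells per well and culture 16–30 h; add compound and lithium; incubate 30 min, 37C; add d2-IP1 tracer and Eu cryptate anti-IP1 antibody in lysis buffer; read after 10 min at room temperature.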
RECQ1 inh – qHTS Assay for Inhibitors of RecQ-Like Dna Helicase 1 (RECQ1); RECQ1 DNA unwinding, red fluorescence kinetic read; Potency, µM (top dose mostly 57.3 µM), for inactives: at the top dose activity, negative = inhibition, usual class: inhibitors; 240,000 compounds, 0.54% hits; AID 2549, 2010;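 also: plate controls were vehicle for no effect and no enzyme for full effect; nearly all actives have a fitted effect of over 30% in size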
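RECQ1T1 50 nM; forked duplex (20 bp + 30-nt ss tails) 200 nM, ATP 2 mM final; pH 8.0, 2 mM MgCl2, 2.5 ug/ml poly(dI-dC); 15 min compound preincubation; discontinuous kinetic read over 2 h at RT.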
Epigenetic reg – Quantitative High-Throughput Screen for Regulators of Epigenetic Control; murine LDR cells, GFP reporter derepression, 30 h; Potency, µM (highest dose often 53.9 µM), for the others: at the top dose GFP activation, hits mostly activators; 280,000 compounds, 0.2% hits; also: % of control where 0% means no effect; nearly all actives have a fitted effect of over 60% in size
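GFP-positive cell count by laser-scanning cytometry (objects 20–120 um) after 30 h, 37 C compound exposure of murine LDR cells; reporter is CMV-GFP integrated at a silenced locus, inducible by HDAC or DNMT inhibitors.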
GoLoco inh red – qHTS Assay for Inhibitors of RGS12 GoLoco Motif Activity (Red Fluorophore); Guanine nucleotide-binding protein G(i) subunit alpha-1 (Homo sapiens), P63096; Gai1:RGS12 GoLoco peptide FP, rhodamine, 10 min; Potency, µM (doses to about 61.6 µM), without a hit: top-dose activity, negative = inhibition, most hits filed as inhibitors; 230,000 compounds, 0.44% hits; AID 880, 2007; active = well fitted inhibition curve with a large enough effect, not every such curve was filed as active; inactive = no such curve, though single readings can be large or run the other way; also: % is scaled to controls: 0 for no effect and ±100 for the full control effect; nearly all actives have a fitted effect of over 30% in size; many of its hits are not listed in these tables
Target sequence (P63096 whole entry, looked up): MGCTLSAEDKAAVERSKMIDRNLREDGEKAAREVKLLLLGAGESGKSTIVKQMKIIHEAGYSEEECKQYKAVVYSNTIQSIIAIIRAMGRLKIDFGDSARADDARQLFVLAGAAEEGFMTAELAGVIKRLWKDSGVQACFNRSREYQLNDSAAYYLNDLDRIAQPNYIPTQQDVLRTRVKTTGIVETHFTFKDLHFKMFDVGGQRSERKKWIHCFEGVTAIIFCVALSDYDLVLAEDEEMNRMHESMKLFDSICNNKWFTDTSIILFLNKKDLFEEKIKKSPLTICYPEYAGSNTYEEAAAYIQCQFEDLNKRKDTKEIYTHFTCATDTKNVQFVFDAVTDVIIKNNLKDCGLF
KinaseGlo FLuc – Counterscreen for Luciferase (Kinase-Glo TM) Inhibition; Luciferin 4-monooxygenase (Photuris pensylvanica), Q27757; Kinase-Glo luciferase, ATP luminescence, 8 min; Potency, µM (highest dose often 38.3 µM), for inactives: at the top dose activity change, negative = inhibition, usual class: inhibitors; 200,000 compounds, 0.28% hits; also: % is scaled to controls: 0 for no effect and ±100 for the full control effect; nearly all actives have a fitted effect of over 60% in size
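Compound is pinned into ATP-containing buffer (10 uM ATP, imidazole pH 7.2, 7 mM MgCl2). Kinase-Glo luciferase reagent is then added. Light output is recorded following an 8-min room-temperature incubation.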
SMN2 splice up – qHTS Assay for Enhancers of SMN2 Splice Variant Expression; AID 1458, 2008; HEK293 SMN2-luciferase splicing reporter, luminescence, 30-36 h; 210,000 compounds, 2.8% hits; Potency, µM (doses to about 46.1 µM), for the others: at the highest dose activity change, positive = activation, actives largely listed as activators; also: % of control where 0% means no effect; nearly all actives have a fitted effect of over 55% in size
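HEK293 cells carry an SMN2 […]–luciferase reporter in which exon 7 inclusion puts luciferase in frame. Cells were plated 10-12 h before compound addition, then incubated 30-36 h at 37C. ONE-Glo luminescence was read; sodium butyrate at 4.5 mM final served as control.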
JMJD2E inh – qHTS Assay for Inhibitors of Human Jumonji Domain Containing 2E (JMJD2E). JMJD2E catalytic domain, FDH-coupled NADH fluorescence (FDH is formaldehyde dehydrogenase). Potency, µM (titrated, usually from 57.1 µM), inactives show at the highest dose activity change, negative = inhibition, usual class: inhibitors. 230,000 compounds, 1.6% hits. AID 2147, 2009; active = well fitted inhibition curve with a large enough effect, not every such curve was filed as active; inconclusive = small, poorly fitted or top-dose-only effect, or another doubt; inactive = no such curve, though single readings can be large or run the other way;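 also: 0% = wells with enzyme and -100% = buffer wells without enzyme; nearly all actives have a fitted effect of over 50% in size; many of its hits are not listed in these tables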
Target sequence (B2RXH2 1-337 limits assumed): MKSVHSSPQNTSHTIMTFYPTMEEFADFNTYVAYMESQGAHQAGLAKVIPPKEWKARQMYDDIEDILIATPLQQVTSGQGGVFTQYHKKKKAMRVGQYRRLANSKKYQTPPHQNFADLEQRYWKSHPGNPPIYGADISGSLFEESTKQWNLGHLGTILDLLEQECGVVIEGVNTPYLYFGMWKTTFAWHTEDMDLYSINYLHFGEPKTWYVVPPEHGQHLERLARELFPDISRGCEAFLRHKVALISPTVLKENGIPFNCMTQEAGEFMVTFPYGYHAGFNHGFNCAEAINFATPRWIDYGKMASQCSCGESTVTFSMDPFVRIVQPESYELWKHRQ
NPSR antag – qHTS Assay for Antagonists of the Neuropeptide S Receptor: cAMP Signal Transduction; Potency, µM (top dose mostly 38.3 µM), without a hit: at the top dose activity change, negative = inhibition, usual class: inhibitors; CHO-NPSR cells, cAMP TR-FRET, antagonist mode; AID 1461, 2008; 220,000 compounds, 1% hits; also: % is scaled to controls: 0 for no effect and ±100 for the full control effect; nearly all actives have a fitted effect of over 50% in size; many of its hits are not listed in these tables
Target sequence (Q6W5P4 whole entry, looked up): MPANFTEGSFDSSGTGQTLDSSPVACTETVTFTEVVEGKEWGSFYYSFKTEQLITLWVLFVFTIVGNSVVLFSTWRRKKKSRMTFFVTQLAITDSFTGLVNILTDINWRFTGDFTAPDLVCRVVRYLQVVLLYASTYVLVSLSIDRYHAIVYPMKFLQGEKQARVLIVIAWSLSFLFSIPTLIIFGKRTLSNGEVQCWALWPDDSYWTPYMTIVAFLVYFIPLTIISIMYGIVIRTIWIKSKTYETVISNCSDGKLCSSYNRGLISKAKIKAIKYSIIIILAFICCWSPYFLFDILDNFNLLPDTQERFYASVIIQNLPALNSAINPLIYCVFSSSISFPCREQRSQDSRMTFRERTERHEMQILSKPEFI
Active calls of the source: *; i = inactive; u = inconclusive; x = no result given; [ ] = remark or other dose. Unless noted, calls follow the shape of the dose curve; as a rule, active = well fitted curve in the direction sought with a large enough effect; inconclusive = small, poorly fitted or top-dose-only effect, or another doubt; inactive = no such curve, though single readings can be large; an effect the other way counts as inactive or inconclusive. Potency is read from the fitted curve at half-maximal effect. A portion of the library; rates above refer to the full screens.

| Structure | IMPase Li cell | RECQ1 inh | Epigenetic reg | GoLoco inh red | KinaseGlo FLuc | SMN2 splice up | JMJD2E inh | NPSR antag |
| --- | --- | --- | --- | --- | --- | --- | --- | --- |
| Cc1cc(C)n2cc(CSc3nnc(N)s3)nc2n1 | -11.7%[38.3 µM] | -2.8% | -1.0% | 5.8% | -8.4% | 16.4% | u | -0.7%[46.1 µM] |
| Cc1nn(C)c(Oc2ccccc2)c1CCNC(=O)C(C)(C)C | 5.4% | 3.4% | 1.5% | 2.7% | 6.1% | x | -2.9% | -12.5% |
| Cc1nccn1CCCNC(=O)CC1C(=O)NCCN1Cc1ccc(Cl)c(F)c1 (stereo unspecified) | 16.5% | i | 1.4% | -12.2% | 2.1% | x | -19.2% | -14.7% |
| COc1ccccc1/C=C/C(=O)/C=C/c1ccccc1O | x | -9.9% | u | 7.9% | x | x | u | u |
| O=C(NCc1ccco1)c1ccc(Br)c(S(=O)(=O)N2CCCCC2)c1 | 2.2%[38.3 µM] | i | -3.1% | -0.4% | 3.4% | -25.4% | -0.8% | 17.3%[46.1 µM] |
| NC(=O)C1(N2CCCCC2)CCN(C(=S)NCCc2ccccc2)CC1 | -13.2% | -5.3% | -0.1% | 9.5% | 0.3% | -4.8% | 0.5% | 2.8% |
| CCC(=O)Nc1ccc(C(=O)CSc2nnc(-c3ccccc3F)n2C2CC2)cc1 | x | -9.4% | -0.9% | x | x | x | 7.7% | -7.1%[46.1 µM] |
| CC(=O)CCc1c(C)c2cccc(C)c2[nH]c1=O | 6.7%[38.3 µM] | -7.4% | -2.4% | 6.1% | -0.8% | 3.4% | u | -4.7%[46.1 µM] |
| O=C(CSc1ccc2ccccc2c1)NC1CCCc2ccccc21 (stereo unspecified) | 3.4% | -13.5% | -0.1% | 6.1% | 0.7% | -32.9%[inhibitor] | 0.9% | -29.7% |
| C=C(C)c1cccc(C(C)(C)NC(=O)N2CCN(C)CC2)c1 | 29.9%[38.3 µM] | -2.4% | 1.1% | 3.9% | -0.6% | x | 3.9% | 0.9%[46.1 µM] |
| O=S(=O)(NCCOCCNS(=O)(=O)c1ccccc1)c1ccccc1 | -12.0%[38.3 µM] | -2.7% | -1.1% | 4.8% | 3.5% | -12.8% | 3.3% | -1.0%[46.1 µM] |
| O=C(CN1C(=O)/C(=C\c2cccc(Cl)c2)Oc2ccccc21)N1CCN(c2ccccn2)CC1 | -3.0% | -12.6% | -5.5% | 1.3% | -2.1% | -2.8% | u | -32.0% |
| COc1ccc(NC(=O)[C@@H](NC(=O)c2ccccc2)C(C)C)cc1S(=O)(=O)N1CCCCC1 | 20.5% | -10.9% | 2.8% | -20.2% | -0.5% | -13.0%[1.84 µM] | -2.3% | -5.0% |
| Cc1cc(C)cc(NC(=O)CN(C)S(=O)(=O)c2cnc[nH]2)c1 | 5.3% | 1.0% | 1.0% | -3.3% | 1.2% | -10.0% | -7.4% | 14.9%[46.1 µM] |
| CCOC(=O)N1CC(=O)Nc2ccc(Br)cc2C1c1ccccc1 (stereo unspecified) | x | -8.9% | 0.1% | 4.8% | x | x | -22.5% | -7.9% |
| CC1CCN(C(=O)CCCC(=O)O)CC1 | -6.3% | -7.1% | -0.6% | 18.5% | 0.6% | 5.3% | 3.1% | 7.9% |
| O=C1C2C3c4ccccc4C(c4ccccc43)C2C(=O)N1c1cccnc1 (stereo unspecified) | 8.6% | i | -1.8% | 19.1% | 4.0% | -6.6% | 5.7% | 14.5% |
| O=[N+]([O-])c1ccc(-c2ccc(/C=N/Nc3nc(NCc4ccccc4)nc(N4CCOCC4)n3)o2)cc1 | -8.1% | -4.9% | 9.5% | 103.5%[activator] | -3.3% | -45.7%[inhibitor] | -4.2% | -33.1% |
| Cn1nc(-c2ccccc2)c(C#N)c1Sc1cccc(Cl)c1 | 19.9%[38.3 µM] | -1.1% | -2.2% | -17.6% | 1.2% | -21.4% | -5.8% | u |
| COCCCN1C(=O)CC(C(=O)OC)=C1C | 14.3% | 21.2% | -7.4% | -4.1% | 2.8% | x | -2.7% | 27.7% |
| COn1c(C)c(C(C)=O)c2c3nonc3ccc21 | -25.2%[38.3 µM] | 14.9% | -0.2% | -18.6% | -4.8% | -6.2% | u | 8.0%[46.1 µM] |
| COc1ccc(C)cc1N(CC(=O)N/N=C/c1ccc2c(c1)OCO2)S(C)(=O)=O | 1.9% | 19.4% | -1.4% | 21.6% | 0.6% | 4.4% | -27.0% | -15.8% |
| C=C(C)c1cccc(C(C)(C)NC(=O)N2CCN(c3ccc(OC)cc3)CC2)c1 | 15.1% | -0.5% | 2.3% | -6.9% | 1.7% | -20.3% | -1.4% | 0.2% |
| O=C(COC(=O)/C=C/c1ccco1)Nc1ccc(F)cc1Cl | 3.4% | -3.5% | -0.3% | 6.7% | -1.8% | 19.4% | -0.6% | -2.3% |
| Cc1cccc(OCCn2cnc(Cl)c2Cl)c1 | x | 0.8% | 0.6% | 3.8% | x | x | 8.2% | 19.1% |
| CCC1(C)OC(=O)NN(c2ccc(C)cc2)C1(C)O (stereo unspecified) | -3.9% | -1.3% | 0.0% | 5.3% | 1.4% | x | -3.8% | 5.4% |
| CCCc1nnc(NC(=O)Cn2c(=O)oc3cc(Br)ccc32)s1 | -0.9%[38.3 µM] | -4.4% | -0.3% | -31.6% | 12.7% | -12.7% | 1.3% | u |
| Nc1cccc(/C=C/c2ccncc2)c1 | x | i | 0.0% | 8.3% | x | x | -1.0% | 0.8% |
| NC(=O)CSc1nnc(COc2ccccc2)n1N | x | -4.4% | 0.0% | 4.0% | x | x | -2.8% | 2.1% |
| CCOC(=O)C1CCN(C(=O)C2CCN(S(=O)(=O)N3CCCC3)CC2)CC1 | -10.9%[38.3 µM] | -0.6% | 1.5% | -11.0% | -1.8% | -8.5% | 1.3% | 2.4%[46.1 µM] |
| CCN(CC)c1nc2nonc2nc1N(CC)CC | 29.4%[38.3 µM] | i | -2.1% | 4.0% | 0.1% | 20.1% | 0.8% | -2.4%[46.1 µM] |
| CC(=O)NC1(C(Cl)(Cl)Cl)Oc2ccccc2O1 | 0.7%[38.3 µM] | -1.4% | 0.9% | 4.7% | -1.2% | 5.0% | -3.9% | -6.5%[46.1 µM] |
| O=S(=O)(c1cccs1)N1CN(Cc2cccs2)c2nc3ccccc3nc21 | 13.5% | -12.6% | -2.2% | 2.6% | 8.2% | 17.7% | u | u |
| CCOC(=O)C(NC(=O)Nc1ccc(Cl)cn1)(Oc1ccccc1)C(F)(F)F (stereo unspecified) | -1.3% | 0.8% | 0.0% | 14.2% | -1.0% | 9.4% | -13.8% | 14.4% |
| CC(=O)CSc1ncnc2c1oc1ccccc12 | u | -4.1% | 0.7% | 4.5% | -8.8% | 14.5% | -1.3% | -13.1%[46.1 µM] |
| Nc1[nH]c(=O)[nH]c(=O)c1N=Nc1cccc(Cl)c1 | 4.8% | -7.7% | 0.1% | 34.2%[activator] | -0.3% | x | 0.5% | 31.3% |
| O=C(CN1CCN(c2ccc(F)cc2)CC1)c1cccs1 | 1.4% | -7.9% | -0.1% | -9.5% | x | x | 5.1% | -7.2% |
| COc1ccc(OC)c(NC(=O)c2cc3n(n2)C(C(F)(F)F)CC(c2ccc4c(c2)OCO4)N3)c1 (stereo unspecified) | 7.2%[38.3 µM] | -26.1% | -1.1% | 11.3% | 5.8% | -24.4% | u | -12.8%[46.1 µM] |
| O=C(O)c1ccc(CS(=O)(=O)Cc2ccccc2F)o1 | -4.2% | -4.4% | 3.9% | 5.8% | -3.0% | -4.9% | -2.1% | 15.0% |
| CCOC(=O)c1c(C)nc2sc3c(=O)n(-c4ccc(C(C)=O)cc4)nnc3c2c1-c1ccc(OC)cc1 | 23.9%[38.3 µM] | 8.5% | -1.1% | 8.5% | 3.3% | -8.3% | 2.9% | -19.9%[46.1 µM] |
| CN(Cc1ccccc1)Cc1nc2c(c(=O)n(C)c(=O)n2C)n1Cc1ccc(Cl)cc1 | 23.5%[38.3 µM] | 0.2% | -2.3% | 3.2% | 0.9% | -6.4% | -2.1% | u |
| CCOc1ccc(NC2OC(CO)C(O)C(O)C2O)c([N+](=O)[O-])c1 (stereo unspecified) | -13.4% | -1.3% | 11.1% | 11.1% | 3.3% | 18.8% | -4.8% | -14.8% |
| Cc1c(C(=O)N(C)C)sc(NC(=O)c2cccc([N+](=O)[O-])c2)c1C#N | 3.7%[38.3 µM] | i | 0.7% | 9.0% | 0.3% | 10.8% | -8.7% | -11.9%[46.1 µM] |
| CSCCC(NC(=O)c1cc(C(C)(C)C)oc1C)C(=O)O (stereo unspecified) | 8.3%[38.3 µM] | -5.6% | 0.0% | 1.5% | -2.8% | 5.0% | -7.5% | -0.1%[46.1 µM] |
| O=C(NC1CCCCCC1)C1CCN(S(=O)(=O)c2cnc[nH]2)CC1 | -6.3% | i | 0.1% | 2.5% | 1.7% | -11.7% | 3.7% | 24.2% |
| COc1nc(N=C(N)N)nc2c(C)cccc12 | 1.1%[38.3 µM] | 24.3% | 0.0% | -12.0% | -2.6% | -11.6% | u | -4.2%[46.1 µM] |
| CN(C)CCSS(=O)(=O)O | -16.1% | x | x | -5.7%[14.2 µM] | -7.4%[7.66 µM] | -20.4%[9.22 µM] | x | x |
| CC(OC(=O)c1ccco1)C(=O)NC1CCCCC1 (stereo unspecified) | -4.8%[38.3 µM] | i | -1.9% | 1.1% | -0.9% | 5.5% | -2.9% | -1.3%[46.1 µM] |
| CC(=O)N(C)c1ccc(NC(=O)c2cnn(C)c2)cc1 | 15.1%[38.3 µM] | -14.8% | -1.5% | 9.4% | -3.8% | -3.3% | 2.2% | -4.2%[46.1 µM] |
| Cc1cc(=O)oc2ccc(OC(C)C(=O)O)cc12 (stereo unspecified) | -0.1% | -12.1% | -0.7% | 1.6% | -2.7% | 16.1% | u | 2.1% |
| O=C(O)/C=C/C(=O)Nc1ccccc1C(=O)Nc1ccccc1 | 19.0%[38.3 µM] | u | 0.0% | 3.1% | 0.1% | 5.8% | -25.2% | 6.0%[46.1 µM] |
